Bioassay records as filed in PubChem.
GRP78 ERSR act = inducers of ER stress response in human glioma cells; U87-MG GRP78 promoter luciferase reporter, 16 h; Potency, µM, inactives show top-dose activation, actives largely listed as activators; hit rate 0.02% among 420,000; AID 602332; active means well fitted activation curve with a large enough effect; inconclusive means small, poorly fitted or top-dose-only effect; inactive means no such curve, though single readings can be large or run the other way; further: series mostly up to about 76 µM; % of control where 0% means no effect; nearly all actives have a fitted effect of over 35% in size
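ERSR induction read as luciferase luminescence (Bright-Glo, 10 min at room temperature) in stably transfected human U87-MG glioma cells exposed to compounds for 16 h, using GRP78 as sensor.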
* = called active by the depositor; ? = inconclusive; & = joins results of further samples. Potency means the concentration at half of the fitted maximal effect.

SMILES	GRP78 ERSR act
COc1cccc(CN2C(=O)NC(C)(C3CCN(Cc4cc(F)cc(F)c4)CC3)C2=O)c1OC (stereo not drawn)	-4%
CSCC[C@H](NC(=O)[C@H](CC(C)C)N(C)C(=O)[C@@H]1CCCN1C(=O)[C@H](Cc1ccccc1)NC(=O)[C@H](Cc1ccccc1)NC(=O)CCC(C)N)C(=O)O (stereo partly drawn)	2%
COC(=O)C1=C(C)N(Cc2ccccc2)c2c(C(=O)OC)c(C(=O)OC)c(C(=O)OC)c(=O)n2C1c1ccccc1 (stereo not drawn)	-3%&-4%
COc1ccc(F)c(CN2CCOc3ccc(CN4CCC(Oc5cccnc5)CC4)cc3C2)c1	-2%
Cc1cnc(CNc2ncnc3ccc(-c4ccccc4C#N)cc23)cn1	-4%
C=C1CC[C@H](O)C/C1=C/C=C1\CCC[C@]2(C)[C@H]1CC[C@H]2[C@@H](C)CCCC(C)C	-4%
O=c1cnc2cncnc2n1Cc1ccc(F)cc1	-4%
COc1cc(/C=C/C(=O)O[C@H]2CC[C@]34C[C@]35CC[C@]3(C)[C@@H]([C@H](C)CCC=C(C)C)CC[C@@]3(C)C5CCC4C2(C)C)ccc1O (stereo partly drawn)	2%
Cc1cc(-c2ccnc(-n3ncc(C(=O)NCC4CCCN(C)C4)c3C3CC3)n2)c(C)s1 (stereo not drawn)	-2%
C[C@H](CCC(=O)O)[C@H]1CC[C@H]2[C@H]3C(C[C@H](O)[C@]12C)[C@@]1(C)CC[C@@H](O)C[C@H]1C[C@H]3O (stereo partly drawn)	-1%&-4%
COc1ccc2ccccc2c1CN1CCCC(n2cc(C(=O)N3CCCC3)nn2)C1 (stereo not drawn)	-6%
C=CC[C@@H]1C=C[C@@H](O/N=C(/C)CCC(=O)OC[C@@H]2O[C@H](c3ccccc3)C=C[C@@H]2Oc2ccc(OC)cc2)[C@@H](CO)O1	-4%
O=C(c1cnccn1)N1CCC2(CC1)CN(C(c1ccccc1)c1ccccc1)C2	0%
N[C@H](C(=O)O)c1ccc(C(=O)O)cc1	-3%&-1%
NC(N)=NCCCC(NC(=O)C(N)Cc1ccc(O)cc1)C(=O)O (stereo not drawn)	-6%
CC(C)C1CCC(C(=O)NC(Cc2ccccc2)C(=O)O)CC1 (stereo not drawn)	-1%
C[C@@H](c1ccccc1)N1C(=O)[C@H]2[C@@H]3[C@H](O)C=CC(=O)[C@H]3CC[C@H]2C1=O	-6%
COc1ccc2c(c1)CCc1cnc(-n3ncc(C(=O)NCc4cccnc4)c3C3CC3)nc1-2	-3%
CC(C)=CCC/C(C)=C/CO/N=C1/C[C@@H](O)[C@@H](O)[C@@H]2[C@@H]3C(=O)N(C4CCCCC4)C(=O)[C@H]3CC[C@@H]12	-2%
OC[C@@H]1O[C@](CO)(O[C@H]2O[C@H](CO)[C@@H](O)[C@H](O)[C@H]2O)[C@H](O)[C@H]1O	-5%
Cc1ccc(S(=O)(=O)N[C@H]2COC(=O)[C@@H](Cc3ccccc3)NC(=O)[C@@H](C)COC(=O)C/C=C\[C@@H]2C)cc1	-4%&-5%
CC(N)(C(=O)O)c1ccc(C(=O)O)cc1 (stereo not drawn)	-5%&7%
C[C@H]1CCCC(=O)CCC/C=C/c2c(O)cc(O)cc2C(=O)O1	-5%
COC(=O)N/N=C/C1=C[N+](=O)c2ccccc2[N+]1=O	4%
NC(N)=N[C@@H](CCC(=O)O)C(=O)O	-6%

More structures follow.
SMILES	GRP78 ERSR act
C[C@H](N)CCCP(=O)(O)O	-2%
O=P(O)(O)C(O)(Cc1cnc2ccccn12)P(=O)(O)O	-4%
O=C(O)c1cc(C(=O)O)c(C(=O)N(Cc2cccc(Oc3ccccc3)c2)[C@H]2CCCc3ccccc32)cc1C(=O)O	-2%
O=C(c1ccncc1)N1CCC2(CC1)CCN(c1ncccn1)CC2	-4%
COc1ccc(-n2c(=O)cnc3cnc(N4CCOCC4)nc32)cc1	1%
c1ccc(-c2ccc(N3CCCC4(CCNCC4)C3)cc2)cc1	-11%
Cc1c(C(=O)NCCCN2CCCC2=O)cnn1-c1ncc2c(n1)-c1ccccc1CC2	?
CC1CN(c2c(F)c(N)c3c(=O)c(C(=O)O)cn(C4CC4)c3c2F)CC(C)N1 (stereo not drawn)	-2%
Cc1cccc(CNc2cc(-c3cccc(C#N)c3)ncn2)c1	2%
CC(C)C[C@@H](NC(=O)[C@@H](O)[C@H](N)Cc1ccccc1)C(=O)O	3%
CCC1CN(CCNC(=O)c2ccc3c(c2)OCO3)Cc2cc(OC)ccc2O1 (stereo not drawn)	-3%
CN(CC1COCCO1)C(=O)c1cnn(-c2ncc3c(n2)-c2ccccc2CC3)c1C1CC1 (stereo not drawn)	10%
CCCCCCCCCCCCCCCCCCOP(=O)([O-])OC1CC[N+](C)(C)CC1	-4%
CC(=O)O[C@H]1C[C@@H]2CC[C@@H]3[C@H](CC[C@]4(C)[C@H](OC(C)=O)[C@@H](N5CC[N+](C)(C)CC5)C[C@@H]34)[C@@]2(C)C[C@@H]1N1CC[N+](C)(C)CC1	-4%
COCCn1c(=O)c(-c2ccccc2)nc2cnc(N(C)C)nc21	-3%
Cc1noc(C)c1C(=O)N1CCC2(CC1)CCN(c1cccc(-c3ccccc3)c1)CC2	-5%
COc1cccc(-c2ccc3ncnc(NC4CCNCC4)c3c2)c1	-2%
CCn1c(-c2ccccc2F)nc2cc(NC(C)=O)cc(C(=O)N3CCNC(=O)C3CC(=O)OC)c21 (stereo not drawn)	-2%
c1cc(-c2cnn3cc(-c4ccc(OCCN5CCCCC5)cc4)cnc23)ccn1	4%
COc1cc(CN2CCCC(n3cc(C(=O)N4CCCCC4)nn3)C2)cc(OC)c1 (stereo not drawn)	-4%
CCCCCCC#CC1C=CC(OC(C)=O)C(COC(C)=O)O1 (stereo not drawn)	7%
CC(=O)OCC1OC(n2c(Br)nc3c(=O)[nH]c(N)nc32)C(OC(C)=O)C1OC(C)=O (stereo not drawn)	-4%
COC1=CC(C)C2CC3OC(=O)CC4C(C)=C(OC)C(=O)C([C@]2(C)C1=O)[C@]34C (stereo partly drawn)	-6%
O=C(O)[C@H](Cc1c[nH]c2ccccc12)N1C(=O)C2=CCCC=C2C1=O	5%
COc1ccc(CCNc2ncnc3sc(C(=O)N4CCCC4)c(C)c23)cc1OC	-1%

(further entries)
SMILES	GRP78 ERSR act
CS(=O)(=O)c1ccc(-c2cc(Br)sc2-c2ccc(F)cc2)cc1	-5%
COc1ccc(-n2c(=O)c(CCc3ccccc3)nc3cnc(N(C)C)nc32)cc1	-2%
COc1ccc(-c2coc3c(OC)c(OC)cc(OC)c3c2=O)cc1	-6%
C=C1c2c(Cl)ccc(O)c2C(O)=C2C(=O)[C@@]3(O)C(O)=C(C(N)=O)C(=O)[C@@H](N(C)C)[C@@H]3[C@@H](O)[C@H]12	-4%
CO[C@H]1COC(=O)[C@H](C)COC(=O)[C@@H](OCc2ccccc2)/C=C\[C@@H]1C	-3%
COc1ccc(CNc2ccnc(-c3ccccc3OC)n2)c(OC)c1	2%
O=P1(O)OP(=O)(O)OP(=O)(O)O1.[Al]	-5%
COCCn1c(=O)cnc2cnc(N3CCNCC3)nc21	-3%
COc1ccc(Oc2ncc3ncc(=O)n(-c4ccc(OC)cc4)c3n2)cc1	-4%
COCCn1c(=O)c(C)nc2cnc(OCc3ccccc3)nc21	-1%
O=C1C=C[C@@H](O)[C@H]2[C@@H]3C(=O)N(C[C@@H]4CCCO4)C(=O)[C@@H]3CC[C@H]12	-6%
C[C@]12CCC3c4ccc(OC(=O)c5ccccc5)cc4CCC3C1CCC2=O (stereo partly drawn)	-2%
CCOC(c1cc(OC)cc([N+](=O)[O-])c1OC)C(C)C(OC)[C@@H](C)/C=C/CC(=O)OC (stereo partly drawn)	-3%
CC/C=C\C/C=C\C/C=C\C/C=C\C/C=C\CCCC(=O)O	-5%&-3%
CCCCC[C@H](O)/C=C/[C@H]1C=CC(=O)[C@@H]1CCCCCCC(=O)O	-5%
CN(C)C(=O)c1ccc(-c2nccc(NCc3cccs3)n2)cc1	1%
O=C1C[C@@H](c2ccc(O)c(O)c2)Oc2c1ccc(O[C@@H]1O[C@H](CO)[C@@H](O)[C@H](O)[C@H]1O)c2O	-7%
COc1ccccc1CN1CCOc2ccc(CN3CCC(Oc4cccnc4)CC3)cc2C1	-2%
CCCCCCOc1ccccc1C(N)=O	1%
CCCCCCCCCCCC(=O)OCC(O)C1OCC(O)C1O (stereo not drawn)	-1%
Cn1c(SCC2CCCO2)nnc1C1CCN(Cc2ccco2)CC1 (stereo not drawn)	-5%
CCN(CC)CCOC(=O)c1cccnc1	-1%
CNC[C@H](O)c1ccc(OC(=O)C(C)(C)C)c(OC(=O)C(C)(C)C)c1	-3%
CC(C)NC(=O)N1CCCC2(CCN(C(=O)c3ccncc3)CC2)C1	-4%
O=C1C[C@H](c2ccccc2)Oc2cc(O)cc(O)c21	5%

Retrieved one by one from the list above:
SMILES	GRP78 ERSR act
COc1ccc(-c2coc3c(OC)c(OC)cc(OC)c3c2=O)cc1	-6%
COCCn1c(=O)c(C)nc2cnc(OCc3ccccc3)nc21	-1%

Among those listed so far, 13 have a COOH group:
SMILES	GRP78 ERSR act
CSCC[C@H](NC(=O)[C@H](CC(C)C)N(C)C(=O)[C@@H]1CCCN1C(=O)[C@H](Cc1ccccc1)NC(=O)[C@H](Cc1ccccc1)NC(=O)CCC(C)N)C(=O)O (stereo partly drawn)	2%
C[C@H](CCC(=O)O)[C@H]1CC[C@H]2[C@H]3C(C[C@H](O)[C@]12C)[C@@]1(C)CC[C@@H](O)C[C@H]1C[C@H]3O (stereo partly drawn)	-1%&-4%
N[C@H](C(=O)O)c1ccc(C(=O)O)cc1	-3%&-1%
NC(N)=NCCCC(NC(=O)C(N)Cc1ccc(O)cc1)C(=O)O (stereo not drawn)	-6%
CC(C)C1CCC(C(=O)NC(Cc2ccccc2)C(=O)O)CC1 (stereo not drawn)	-1%
CC(N)(C(=O)O)c1ccc(C(=O)O)cc1 (stereo not drawn)	-5%&7%
NC(N)=N[C@@H](CCC(=O)O)C(=O)O	-6%
O=C(O)c1cc(C(=O)O)c(C(=O)N(Cc2cccc(Oc3ccccc3)c2)[C@H]2CCCc3ccccc32)cc1C(=O)O	-2%
CC1CN(c2c(F)c(N)c3c(=O)c(C(=O)O)cn(C4CC4)c3c2F)CC(C)N1 (stereo not drawn)	-2%
CC(C)C[C@@H](NC(=O)[C@@H](O)[C@H](N)Cc1ccccc1)C(=O)O	3%
O=C(O)[C@H](Cc1c[nH]c2ccccc12)N1C(=O)C2=CCCC=C2C1=O	5%
CC/C=C\C/C=C\C/C=C\C/C=C\C/C=C\CCCC(=O)O	-5%&-3%
CCCCC[C@H](O)/C=C/[C@H]1C=CC(=O)[C@@H]1CCCCCCC(=O)O	-5%

The list continues.
SMILES	GRP78 ERSR act
CN(Cc1ccc(C(C)(C)C)cc1)c1cccc2ccccc12	-3%
Cc1ccc(S(=O)(=O)N[C@H]2COC(=O)C/C=C\[C@@H](C)COC(=O)C/C=C\[C@@H]2C)cc1	-4%&-4%
O=C(O)CN(CC(=O)O)Cc1cc2c(-c3ccccc3C(=O)O)c3cc(CN(CC(=O)O)CC(=O)O)c(=O)cc-3oc2cc1O	-5%
CC(=O)Nc1ccccc1-c1nc(CNC(=O)c2cccc(-n3cccn3)c2)c(C)o1	-2%
COc1ccc(-c2ccnc(-n3ncc(C(=O)NCc4cccnc4)c3C3CC3)n2)cc1F	-6%
CC1CCC(C(C)C)C(O)C1 (stereo not drawn)	-2%
Cn1cccc1C(=O)N1CCC2(CC1)CN(c1cccc(-c3ccccc3)c1)C2	-4%
O=C(c1cccc(F)c1)N(Cc1cc2cc3c(cc2nc1N1CCOCC1)CCC3)CC1CCCO1 (stereo not drawn)	-6%
CCCCCCCC/C=C/CCCCCCCC(=O)NCCOP(=O)(O)O	6%
CN(C)CC(C)(C)CNC(=O)c1cnn(-c2ncc3c(n2)-c2ccccc2CC3)c1-c1ccco1	6%
CS(=O)(=O)N1CCC[C@@]2(CCN(c3ccccc3)C2)C1	-1%
CCOC(=O)C1=C(C)NC(C)=C(C(=O)OCC)C1c1ccccc1C=CC(=O)OC(C)(C)C	?
CC(C)c1c(C(=O)N(C)Cc2cccc3ncccc23)cnn1-c1nccc(-c2ccccc2F)n1	-5%
COC(=O)CNC(=O)c1cnn(-c2ncc3c(n2)-c2ccccc2CCC3)c1C1CC1	-1%
CN(CCO)C(=O)c1cn(C2CCN(Cc3ccc4ccccc4c3)CC2)nn1	-5%
COc1cc(-c2oc3cc(O)cc(O)c3c(=O)c2O[C@@H]2O[C@H](CO)[C@@H](O)[C@H](O)[C@H]2O)ccc1O	-7%
CCN1C(C)=C(C(=O)OC)C(c2ccccc2)N2C(=O)[C@](O)(C(=O)OC)C(c3ccccc3)C(C(C)=O)=C12 (stereo partly drawn)	-5%
CS(=O)(=O)Nc1cccc(-c2cncnc2Nc2ccc(F)cc2)c1	-3%
CO/N=C1\C[C@]2(C[C@@H]3C[C@H](C/C=C(/C)C[C@@H](C)/C=C\C=C4\CO[C@@H]5[C@@H](O)C(C)=C[C@@H](C(=O)O3)[C@]45O)O2)O[C@@H](/C(C)=C/C(C)C)[C@H]1C	-11%
O=c1c(-c2ccc(F)cc2)nc2cnc(N3CCOCC3)nc2n1-c1ccccc1	-4%
COC(=O)N1CCC[C@@]2(CCN(Cc3nccs3)C2)C1	-4%
COCC(=O)N1CCC2(CCCN(C(=O)Nc3cccc(F)c3)C2)CC1	-6%
OC(c1ccc2c(c1)CN(Cc1ccc3nsnc3c1)CCO2)C1CCCCC1 (stereo not drawn)	2%
CN(C)C(=O)Nc1ccc(Oc2ccc(Cl)cc2)cc1	-3%
COc1ccccc1C(=O)N[C@@H]1c2ccccc2C2(CCN(Cc3c(O)cccc3OC)CC2)[C@H]1O	-1%

Not all compounds are listed; count on the stated rates, not on these rows.
